Assay outcomes deposited in PubChem BioAssay by Sanford-Burnham Center for Chemical Genomics.
EBI2 block: EBI2 receptor antagonists, beta-arrestin recruitment, primary screen, cell-based, luminescence, 7a,25-OHC stimulation, uHTS | G-protein coupled receptor 183 (Homo sapiens), P32249 | 7a,25-OHC stimulated | 360,000 compounds, 0.81% hits | AID 651636, 2012 | inhibition, % at 5 µM; in the data active means inhibition above about 38%;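 further: enzyme fragment complementation signal reports receptor beta-arrestin coupling in cells; 0% = agonist plus DMSO wells and 100% = wells without agonist; some results beyond the cut were filed as inactive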
Target sequence (P32249 whole entry, looked up, the tested form may be a part): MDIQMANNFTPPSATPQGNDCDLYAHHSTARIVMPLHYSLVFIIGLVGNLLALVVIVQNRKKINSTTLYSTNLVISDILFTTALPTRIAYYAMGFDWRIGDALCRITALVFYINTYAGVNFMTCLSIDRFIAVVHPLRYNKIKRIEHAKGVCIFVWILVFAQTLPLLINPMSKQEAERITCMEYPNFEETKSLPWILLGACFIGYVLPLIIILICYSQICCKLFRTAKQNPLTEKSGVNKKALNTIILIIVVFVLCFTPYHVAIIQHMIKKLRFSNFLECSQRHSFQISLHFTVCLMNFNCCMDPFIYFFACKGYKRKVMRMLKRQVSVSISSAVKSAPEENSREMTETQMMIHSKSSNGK
Numbers without * were called inactive.

SMILES	EBI2 block
C#CCOc1ccc(CNC[C@H]2O[C@@H](n3ccc(=O)[nH]c3=O)[C@H](O)[C@@H]2O)cc1	-3
COCCNc1nc(NCc2cccs2)nc2ccsc12	-15
CCN(C)C1CN(Cc2cn(Cc3ccc(OC)cc3)nn2)S(=O)(=O)C1 (stereo unspecified)	-6
CCNc1nc(-c2sc(NC(=O)C(C)(C)C)nc2C)c(-n2cc(-c3ccccc3)nn2)s1	-44
CC(=O)Nc1ccc(NCCc2cccs2)cc1	4
Cc1cc(NS(=O)(=O)c2ccc(NC(=O)c3ccc(Cl)nc3)cc2)nc(C)n1	-8
C[C@@H]1CN([C@H](C)CO)C(=O)CCCn2nncc2CO[C@@H]1CN(C)C(=O)Nc1ccc(N2CCN(C)CC2)cc1	1
Cc1cc2nc(-c3cccc(Br)c3)c(Cc3cccc(Cl)c3)n2c(C)c1Br	3
CCc1ccccc1NC(=O)CNC(=O)CCC(=O)c1cc(C)sc1C	-7
Cc1cc(Br)cn2c(Cc3ccsc3)c(-c3ccco3)nc12	17
CC(C)C[C@H]1CN(CCCC[C@H]2CNC(=O)C(=O)N2CCc2ccc(O)cc2)C(=O)C(=O)N1CCc1ccc(O)cc1	-7
O=C(NC1CCCC1)C(C1CC1)n1c(C2CC2)nc2ccccc21 (stereo unspecified)	-10
CCCCN(C(=O)COC(=O)c1sccc1C)c1c(N)n(CCC)c(=O)[nH]c1=O	-14
C[C@@H]1Cn2cnc(C(=O)Nc3ccc(CNC(=O)OC(C)(C)C)cc3)c2C(=O)N1	-20
O=C(COc1ccc(CNC[C@H]2O[C@@H](n3ccc(=O)[nH]c3=O)[C@H](O)[C@@H]2O)cc1)Nc1nccs1	-6
Cc1cccnc1NS(=O)(=O)c1ccccc1	-7
COC(=O)C[C@H]1CC[C@H](NC(=O)Nc2ccccc2F)[C@@H](CO)O1	-15
CCNC(=O)C1(C)CCCN(CCOc2ccc(OC)cc2)C1 (stereo unspecified)	-9
O=C(O)C=Cc1c[nH]c2nccnc12	-12
O=C1OCC/C1=C1/NCCNC1=O	-16
CCc1nc2ccc(C(=O)NCCCN3CCCC3=O)cn2c1N(CC)C(=O)NCCc1ccccc1	-5
O=C1NC[C@H](CCCCN2C[C@H](Cc3ccccc3)N(CCC3CCCCC3)C(=O)C2=O)N(CCC2CCCCC2)C1=O	15
C=CCNc1ncnc2c1ncn2[C@H]1CN(Cc2ccccc2)C[C@@H](COC(C)=O)O1	1
C[C@@H](c1ccccc1)N1C[C@@H](COCc2ccccc2)Oc2cc(N3CCC[C@H]3CO)ccc2S1(=O)=O	24
CCCNC(=O)C1(C)CCCN(C(=O)/C=C/c2ccccc2)C1 (stereo unspecified)	-3
Further records
SMILES	EBI2 block
O=[N+]([O-])c1ccc(Cl)c(CN2CCN(c3ncc(Cc4ccccc4)cn3)CC2)c1	11
O=C(CCC1CCN(Cc2nccs2)CC1)Nc1ccccc1	-6
CC1(C(=O)NCc2ccccc2Br)CCN1Cc1c(F)cccc1F (stereo unspecified)	9
COc1ccc(N2CCN(CCCn3ccc(NC(=O)OCc4ccccc4)nc3=O)CC2)cc1	-5
COc1ccc(NC(=O)C2(C)Cc3c(-c4ccc(NC(C)=O)cc4)ccnc3O2)cc1OC (stereo unspecified)	1
CCOc1ccccc1NC(=O)C(OC(=O)c1cnc(C)cn1)c1ccccc1 (stereo unspecified)	-14
CC(=O)Nc1ccc(-c2ccnc3c2CC(C(=O)NCc2ccco2)O3)cc1 (stereo unspecified)	-8
COc1ccc(C(=O)C[C@@H]2OC[C@H](Cc3ccccc3)N2S(=O)(=O)c2ccc(C)cc2)cc1OC	17
COc1cccc(C(N)c2nc(-c3csc4ccccc34)cs2)c1 (stereo unspecified)	2
CC1(C(=O)NS(=O)(=O)c2ccc3c(c2)CCO3)CCN1C(=O)c1ccccc1CCc1ccccc1 (stereo unspecified)	0
Cc1ccccc1S(=O)(=O)NC(=O)C1(C)CCN1C(=O)CC(c1ccccc1)c1ccccc1 (stereo unspecified)	-2
Cc1ccc(S(=O)(=O)NC(=O)C2(C)CCN2C(=O)C2(c3ccc(Cl)cc3)CC2)nc1 (stereo unspecified)	-9
COc1ccc(N2CCN(CC(=O)Nc3ccccc3C(=O)NC(C)c3ccccc3)CC2)cc1 (stereo unspecified)	6
O=C(COC(=O)c1cc(S(=O)(=O)N2CCCCC2)ccc1N1CCOCC1)c1ccccc1Cl	48*
O=C(NC1CCCCC1)C(c1ccc(-c2ccccc2)cc1)n1c(=O)c(-c2ccco2)nc2ccccc21 (stereo unspecified)	7
O=C(NC1CCCCC1)C1c2ccccc2OCC(=O)N1Cc1ccccn1 (stereo unspecified)	-3
O=C(NCc1ccccc1F)Nc1nnc([C@H]2C[C@H](O)[C@@H](CO)O2)s1	-8
O=C(NCC(c1ccco1)N1CCCC1)c1cccc(S(=O)(=O)N2CCc3ccccc32)c1 (stereo unspecified)	9
Cn1c(=O)c2cc(NC(=O)NCCc3ccccc3)ccc2n1Cc1ccccc1	-7
C[C@H](CO)N1C[C@H](C)[C@H](CN(C)C(=O)CCC(F)(F)F)OCc2cnnn2CCCC1=O	-3
CC(CC(=O)Nc1ccc2c(c1)c(=O)n(C)n2Cc1ccc(F)cc1)c1ccccc1 (stereo unspecified)	-11
Fc1ccccc1-c1nc(NCC2CC2)nc2ccsc12	3
CC1(C(=O)NCC2CC2)CCN1C(=O)C1(c2ccccc2)CC1 (stereo unspecified)	-5
CC1(Cc2ccccc2OC(F)(F)F)C(=O)Nc2cc(-c3ccccc3Cl)ccc21 (stereo unspecified)	-30
Cc1cc(C(=O)N2CCC(C)(C(=O)NS(=O)(=O)C3CC3)C2)n(C(C)(C)C)n1 (stereo unspecified)	-2

At a glance, part of the list above.
SMILES	EBI2 block
O=[N+]([O-])c1ccc(Cl)c(CN2CCN(c3ncc(Cc4ccccc4)cn3)CC2)c1	11
O=C(CCC1CCN(Cc2nccs2)CC1)Nc1ccccc1	-6
CC1(C(=O)NCc2ccccc2Br)CCN1Cc1c(F)cccc1F (stereo unspecified)	9
COc1ccc(N2CCN(CCCn3ccc(NC(=O)OCc4ccccc4)nc3=O)CC2)cc1	-5
COc1ccc(NC(=O)C2(C)Cc3c(-c4ccc(NC(C)=O)cc4)ccnc3O2)cc1OC (stereo unspecified)	1
CCOc1ccccc1NC(=O)C(OC(=O)c1cnc(C)cn1)c1ccccc1 (stereo unspecified)	-14
CC(=O)Nc1ccc(-c2ccnc3c2CC(C(=O)NCc2ccco2)O3)cc1 (stereo unspecified)	-8
COc1ccc(C(=O)C[C@@H]2OC[C@H](Cc3ccccc3)N2S(=O)(=O)c2ccc(C)cc2)cc1OC	17
COc1cccc(C(N)c2nc(-c3csc4ccccc34)cs2)c1 (stereo unspecified)	2
CC1(C(=O)NS(=O)(=O)c2ccc3c(c2)CCO3)CCN1C(=O)c1ccccc1CCc1ccccc1 (stereo unspecified)	0
Cc1ccccc1S(=O)(=O)NC(=O)C1(C)CCN1C(=O)CC(c1ccccc1)c1ccccc1 (stereo unspecified)	-2
Cc1ccc(S(=O)(=O)NC(=O)C2(C)CCN2C(=O)C2(c3ccc(Cl)cc3)CC2)nc1 (stereo unspecified)	-9
COc1ccc(N2CCN(CC(=O)Nc3ccccc3C(=O)NC(C)c3ccccc3)CC2)cc1 (stereo unspecified)	6
O=C(COC(=O)c1cc(S(=O)(=O)N2CCCCC2)ccc1N1CCOCC1)c1ccccc1Cl	48*
O=C(NC1CCCCC1)C(c1ccc(-c2ccccc2)cc1)n1c(=O)c(-c2ccco2)nc2ccccc21 (stereo unspecified)	7
O=C(NC1CCCCC1)C1c2ccccc2OCC(=O)N1Cc1ccccn1 (stereo unspecified)	-3
O=C(NCc1ccccc1F)Nc1nnc([C@H]2C[C@H](O)[C@@H](CO)O2)s1	-8
O=C(NCC(c1ccco1)N1CCCC1)c1cccc(S(=O)(=O)N2CCc3ccccc32)c1 (stereo unspecified)	9
Cn1c(=O)c2cc(NC(=O)NCCc3ccccc3)ccc2n1Cc1ccccc1	-7

Next section
SMILES	EBI2 block
C[C@@H]1CN([C@H](C)CO)C(=O)CCCn2cc(nn2)CO[C@H]1CN(C)C(=O)NC1CCCCC1	-4
CCOC(=O)[C@]12CCCC=C1N(Cc1ccccc1)C(=O)[C@H](CC(=O)N1CCC(c3ccccc3)CC1)C2	15
CCOC(=O)C1(C)CCN1C(=O)c1cc(F)ccc1C (stereo unspecified)	0
CC1=C(C(=O)N2CCCCCC2)CC(CC(=O)NCCN2CCOCC2)C(=O)N1CCC1=CCCCC1 (stereo unspecified)	-1
COCCCNC(=O)C[C@@H]1C[C@@]2(C(=O)OC)CCCCC=C2N(Cc2ccc(Cl)cc2Cl)C1=O	14
CC1CCCN(S(=O)(=O)c2ccc3[nH]c(=O)cc(C(=O)NCCCN4CCCCCC4)c3c2)C1 (stereo unspecified)	0
O=C(NC1CCCC1)c1nc(-c2ccco2)oc1-c1ccccc1	-105
CC1(C(=O)NS(=O)(=O)C2CC2)CCCN(C(=O)c2ccc3c(c2)OCO3)C1 (stereo unspecified)	2
O=C(NCCc1ccccc1F)c1[nH]c(C(F)(F)F)nc1-c1ccccc1	-18
COCCCN1C(=O)C(CC(=O)NC(c2ccccc2)c2ccccc2)CC(C(=O)N(C)C)=C1C (stereo unspecified)	0
COc1cccc(C(C(=O)NC2CCCC2)N2CCN(c3cc(C)nc4ccccc34)CC2)c1OC (stereo unspecified)	9
COc1ccc(S(=O)(=O)N2CCOCC2)cc1NC(=O)c1c(C)noc1C	-4
CCCC(=O)N1CCCC(c2cc(C(=O)NCc3cccnc3)no2)C1 (stereo unspecified)	4
CNC(=O)OCc1ncn(-c2ccccc2)c1COC(=O)NC	2
Cc1cccc(C(=O)N2CCC(=O)N([C@H](COCc3cccc(Cl)c3)Cc3ccccc3)CC2)c1	18
Cc1cccc(NC(=O)CN2CCN(C(=O)c3cc(C4CC4)nn3-c3ccccc3)CC2)c1C	-9
COc1ccccc1C(=O)NC(=S)Nc1ccc(N2CCOCC2)cc1	7
CCOC(=O)CCCCCC(=O)Nc1ccc2c(c1)C(=O)N([C@H](C)CO)C[C@H](C)[C@@H](CN(C)C(=O)Nc1ccccc1)OCCCC[C@@H](C)O2	-9
O=C(Nc1ccc(OCc2ccccc2)cc1)Nc1nnc([C@@H]2C[C@H](O)[C@@H](CO)O2)s1	-3
O=C(CSc1nnc(CNC(=O)c2c(F)cccc2F)o1)c1ccc(Cl)cc1	-15
Cc1nccn1-c1ccc(NC(=O)[C@H]2O[C@@H](n3ccc(N)nc3=O)[C@H](O)[C@@H]2O)cc1	-1
COc1ccc(CNc2nccn3ccnc23)cc1	-1
COc1cccc(-c2cc(NC=O)c3ncc(-c4cccc(C(=O)NCCN(C)C)c4)n3c2)c1	1
CC(C)NC(=O)C1(C#N)C=C1c1ccccc1 (stereo unspecified)	-11
O=c1c(-c2cccnc2)nc2ccccc2n1C(c1ccccn1)c1nc2ccccc2[nH]1 (stereo unspecified)	-18
Other compounds:
SMILES	EBI2 block
CC(=O)NC(c1cccs1)c1cc(Br)c2cccnc2c1O (stereo unspecified)	33
COc1ccccc1-c1noc2c1C(=O)N(Cc1cn(-c3ccccc3)nn1)CC2	0
CCN(CC)C(=O)c1cccc(-c2csc(C(NC(C)=O)c3ccccc3)n2)c1 (stereo unspecified)	-1
CC(=O)CC1c2cc(F)ccc2C=C(c2ccsc2)N1c1ccc(C#Cc2cncn2C)cc1 (stereo unspecified)	1
Oc1cccc(-c2csc(C(O)(c3ccccc3)C(F)(F)F)n2)c1 (stereo unspecified)	18
CC(=O)c1ccc(N2CCN(S(=O)(=O)c3ccc4c(c3)CCC(=O)N4)CC2)cc1	-7
O=C(NCc1ccccc1)c1cc(C2CCCN(S(=O)(=O)c3cccs3)C2)on1 (stereo unspecified)	5
CC1=C(C(=O)N2CCOCC2)CC(CC(=O)NC2CCCCC2)C(=O)N1Cc1ccc(F)cc1 (stereo unspecified)	-6
Cc1cc(C)c2cc(C#N)c(NCCNC(=O)c3ccccn3)nc2c1	-8
O=C(Nc1ccc2c(c1)OCCO2)C(C1CC1)N1CCN(C/C=C/c2ccccc2)CC1 (stereo unspecified)	-6
CCC(c1nnnn1-c1ccc2c(c1)OCCO2)N1CCN(c2ccc(OC)cc2)CC1 (stereo unspecified)	-1
CC(=O)c1ccc(Cc2ccc(C(C)=O)s2)s1	-3
CC1(C(=O)NCc2cccnc2)CCN1C(=O)c1cccc(F)c1 (stereo unspecified)	-11
CCc1nc2ccc(C(=O)NCc3ccccc3OC)cn2c1N(C)Cc1ccc(N(C)C)cc1	14
CC1(C(=O)Nc2cccc(C#N)c2)CCN1C(=O)Cc1ccc(-c2ccccc2)cc1 (stereo unspecified)	9
O=C(CSc1nnc2ccc(-c3ccccn3)nn12)Nc1ccc(F)cc1	-2
CN1CCN(c2ccc(-c3cccc4nccn34)cn2)CC1	-16
CCOc1ccc(-c2cc(C(=O)NCc3ccccc3)[nH]n2)c(C)c1	9
OC(c1ccc(F)cc1)c1nc(-c2cccc(F)c2)cs1 (stereo unspecified)	6
Cn1c(=O)cc(OCCCC(=O)Nc2cccc(Cl)c2)c2ccccc21	-4
Cc1ccc(S(=O)(=O)N2CC3C(=O)C[C@@H](c4ccccc4)N(S(=O)(=O)c4ccc(CCCOCCOCCNC(=O)OC(C)(C)C)cc4)C3CC2c2ccccc2)cc1 (stereo partly specified)	6
COc1cc(NC(=O)Nc2cccn3nc(COCCO)nc23)cc(OC)c1OC	-11
CCNC(=O)C1(C)CCCN1C(=O)c1cc(OC)c(OC)c(OC)c1 (stereo unspecified)	-3
CC1(Cc2ccc(Cl)c(Cl)c2)C(=O)Nc2ccc(S(=O)(=O)NC3CCCCC3)cc21 (stereo unspecified)	3
CCN1C(=O)[C@H]2[C@@H](c3ccccc3)N[C@]3(CCCN(Cc4ccccc4)C3=O)[C@H]2C1=O	-4
Nc1ncnc2nn(C3OC(CO)C(O)C3O)nc12 (stereo unspecified)	-5
CCc1ccc(N2CC(C(=O)Nc3ccc(OC)c(S(=O)(=O)N4CCOCC4)c3)CC2=O)cc1 (stereo unspecified)	7
Cc1cccc(NC(=O)CNC(=O)[C@H]2O[C@@H](n3cnc4c(N)ncnc43)[C@H](O)[C@@H]2O)c1C	-8
CCN(CC)C(=O)C(C)N1c2cccc3cccc(c23)S1(=O)=O (stereo unspecified)	-5
CN(C)c1ccc(/C=C2\c3ccccc3C(=O)N2c2ccccc2)cn1	17

Some of the compounds tested, so the mix of outcomes need not match the whole.
